Source: PubChem BioAssay
EphB4 ephrin blk: EphB4-ephrin-B2 interaction antagonists, primary screen, biochemical, TNYL-RAW peptide probe, fluorescence polarization | Ephrin type-B receptor 4 (Homo sapiens), P54760 | 97,000 compounds, 0.15% hits | EphB4 LBD / TNYL-RAW-Alexa532 peptide | inhibition, % at 7 µM | AID 720, 2007;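 active = inhibition above the screen-wide mean inhibition plus 3 SD, cut at about 15% in these data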;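 also: 0% = DMSO wells and 100% = excess unlabeled TNYL-RAW peptide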
Target sequence (P54760 whole entry, looked up, the tested form may be a part): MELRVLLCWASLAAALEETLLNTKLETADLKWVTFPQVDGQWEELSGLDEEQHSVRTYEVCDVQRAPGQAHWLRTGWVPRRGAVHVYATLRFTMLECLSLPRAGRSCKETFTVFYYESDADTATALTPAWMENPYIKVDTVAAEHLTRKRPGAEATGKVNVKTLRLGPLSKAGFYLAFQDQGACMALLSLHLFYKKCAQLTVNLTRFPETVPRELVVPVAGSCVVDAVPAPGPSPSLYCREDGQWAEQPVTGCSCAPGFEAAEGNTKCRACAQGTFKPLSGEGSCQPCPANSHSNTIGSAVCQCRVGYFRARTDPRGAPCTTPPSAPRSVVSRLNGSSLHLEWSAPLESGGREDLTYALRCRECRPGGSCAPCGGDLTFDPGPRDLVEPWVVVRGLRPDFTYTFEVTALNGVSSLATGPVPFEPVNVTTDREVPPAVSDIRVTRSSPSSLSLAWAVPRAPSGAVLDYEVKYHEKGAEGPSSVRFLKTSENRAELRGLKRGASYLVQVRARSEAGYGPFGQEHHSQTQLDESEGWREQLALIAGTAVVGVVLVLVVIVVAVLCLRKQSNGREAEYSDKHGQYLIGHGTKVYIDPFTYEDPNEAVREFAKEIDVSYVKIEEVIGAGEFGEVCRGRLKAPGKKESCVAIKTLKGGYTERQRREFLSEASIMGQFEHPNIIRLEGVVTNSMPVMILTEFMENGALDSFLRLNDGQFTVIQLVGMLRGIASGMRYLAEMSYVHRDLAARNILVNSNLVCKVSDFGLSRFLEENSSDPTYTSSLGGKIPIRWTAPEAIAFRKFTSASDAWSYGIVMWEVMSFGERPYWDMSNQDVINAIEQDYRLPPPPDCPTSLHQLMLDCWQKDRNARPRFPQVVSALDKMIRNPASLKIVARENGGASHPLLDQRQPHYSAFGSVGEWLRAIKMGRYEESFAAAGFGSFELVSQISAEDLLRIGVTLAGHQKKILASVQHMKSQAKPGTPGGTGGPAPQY
FAK inh: FAK kinase inhibitors, primary screen, biochemical | biochemical FAK kinase activity assay | AID 727, 2007 | 97,000 compounds, 0.84% hits | Focal adhesion kinase 1 (Homo sapiens), Q05397 | inhibition, %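 (tested at 7 µM)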; in the data active = inhibition above about 19%;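 also: 0% = DMSO and 100% = reference compound high control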
PostGolgi ctrl: growth inhibition of yeast control strain, primary screen, counter-screen for post-Golgi transport modulator project | inhibition, % at 10 µM | efflux-deficient yeast background strain, growth absorbance A615, 16 h | 98,000 compounds, 5% hits
LYP inh 2: PTPN22 phosphatase inhibitors, primary screen, biochemical, DiFMUP fluorescence, 2 µM | Tyrosine-protein phosphatase non-receptor type 22 (Homo sapiens), Q9Y2R2 | recombinant LYP catalytic domain | inhibition, % at 2 µM | 96,000 compounds, 0.21% hits;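 active = inhibition at 2 µM at or above a set limit, the screen mean plus 3 SD, cut at about 24% in these data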;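 also: 0% = DMSO with enzyme and 100% = enzyme fully blocked by orthovanadate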
PTPN22 act: LYP phosphatase activators, primary screen, biochemical, DiFMUP fluorescence, 2 µM; Tyrosine-protein phosphatase non-receptor type 22 (Homo sapiens), Q9Y2R2; recombinant LYP; 0 = plate median, 100 = signal doubled; activation, % at 2 µM; 96,000 compounds, 0.11% hits;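 active = activation at 2 µM above a set limit, the mean plus 5 SD, cut at about 37% in these data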
S1P2 ag: S1P2 receptor agonists, primary screen, cell-based | S1P2-expressing cell line, agonist reporter read-out | 97,000 compounds, 0.46% hits | activation, % at 4.5 µM | Sphingosine 1-phosphate receptor 2 (Homo sapiens), O95136; in the data active = activation above about 16%;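 also: 0% = vehicle low control and 100% = maximal reference agonist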
HIV Rev-RRE inh: HIV-1 Rev-RRE binding inhibitors, primary screen, biochemical, FRET, protein-RNA interaction | 97,000 compounds, 0.79% hits | Rev peptide-RRE RNA binding | P05866 | inhibition, % at 8 µM | AID 704, 2007;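 active = inhibition above the screen-wide mean plus 3 SD, cut at about 35% in these data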;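 also: 0% = median DMSO wells and 100% = median Neomycin B control wells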
Target sequence (P05866 whole entry, looked up): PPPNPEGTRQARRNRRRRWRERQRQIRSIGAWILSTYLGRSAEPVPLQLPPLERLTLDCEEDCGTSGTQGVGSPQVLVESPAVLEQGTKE
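Assay system: Rev peptide and RRE RNA, both fluorescently labelled; times: 5 min preincubation and 15 min binding, 25 °C; detection: FRET, ex 480 nm, em 540 and 671 nm; read-out basis: % inhibition from 671/540 nm acceptor-to-donor ratio, scaled between controls; benchmarks: DMSO low control, neomycin B high control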
PostGolgi yeast: phenotypic screen on post-Golgi transport, primary screen | post-Golgi transport phenotypic cell assay | inhibition, % at 10 µM | 98,000 compounds, 0.9% hits | AID 739, 2007;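 also: yeast cells grown in 1536-well plates; yeast grown about 18 h at 30C before absorbance read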
S1P2 blocker: human S1P2 receptor antagonists, primary screen, cell-based; Sphingosine 1-phosphate receptor 2 (Homo sapiens), O95136; cell-based S1P2 antagonist assay, inhibition at 5 uM; inhibition, % at 5 µM; 97,000 compounds, 0.21% hits; in the data active = inhibition above about 45%;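 also: CRE beta-lactamase reporter cells expressing human S1P2 stimulated with S1P; 0% = agonist at EC80 alone and 100% = agonist plus reference antagonist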
Active calls of the source: *; x = not tested or not shown. Rule as the data show it, unless noted: active = inhibition above about 30%; inactive = the rest.

SMILES | EphB4 ephrin blk | FAK inh | PostGolgi ctrl | LYP inh 2 | PTPN22 act | S1P2 ag | HIV Rev-RRE inh | PostGolgi yeast | S1P2 blocker
COc1ccc(-c2cnc(SCC(=O)Nc3nc(C(C)(C)C)cs3)n2Cc2ccco2)cc1 | -3 | 3 | x | 11 | -10 | -5 | 5 | x | -2
CCC(c1nnnn1Cc1ccco1)N(CCc1ccccc1)Cc1cc2ccc(OC)cc2[nH]c1=O (stereo not drawn) | 3 | -7 | 6 | -1 | -1 | -12 | 9 | 1 | 6
C=CCOc1ccccc1CN1CCSCC1 | -4 | -4 | 22 | -4 | 1 | -9 | 2 | -1 | 1
Cc1cc(Nc2ccccc2)nn1C(=O)c1ccccc1 | 5 | 6 | 25 | 3 | -3 | -8 | 13 | 8 | 12
CCCOc1ccccc1C1C(C(=O)OC)=CN(C(C)C)C=C1C(=O)OC | -4 | 1 | 16 | 0 | -1 | 32* | 6 | 1 | -16
O=C(CCc1nc2ccccc2[nH]c1=O)OCC(=O)c1ccc(Cl)cc1 | 3 | -1 | x | 1 | -4 | -12 | 4 | x | -10
O=C(CCn1c(SCC(=O)NCc2ccco2)nc2ccccc2c1=O)NCCc1ccccc1 | 0 | 0 | 19 | 2 | -5 | 0 | 1 | -8 | 15
CC(=O)c1ccc(-n2nnnc2SCC(=O)N2CCN(C(=O)c3ccco3)CC2)cc1 | 0 | 0 | -1 | -2 | 2 | -4 | 4 | 3 | 9
C/C(CCc1oc2c(Br)cc(Br)cc2c1-c1ccc(C)o1)=N\O | -5 | 1 | x | 1 | -2 | -1 | 5 | x | -1
CCC(C)NC(=O)CC1Oc2ccc(Cl)cc2NC1=O (stereo not drawn) | 4 | -3 | 0 | -6 | 4 | 0 | 6 | 0 | 0
CCCc1[nH]nc2c1C(/C(C)=C/c1ccccc1)C(C#N)=C(N)O2 (stereo not drawn) | 3 | 9 | 13 | 4 | -6 | -6 | 15 | -3 | 3
CC(=O)C1=C(O)C(=O)N(CC#N)C1c1cccs1 (stereo not drawn) | 6 | 3 | 10 | -3 | 7 | 37* | 10 | 9 | 15
COC1CCCCC1Nc1cc(C)cc(C)c1 (stereo not drawn) | -7 | 2 | -1 | 8 | -7 | -2 | 2 | 10 | 2
O=C(Nc1nc(COc2ccccc2)cs1)C1CCC1 | 10 | -1 | x | 3 | -2 | -8 | 5 | x | -15
O=S1(=O)c2ccccc2N=NN1Cc1ccc(Cl)c(Cl)c1 | 5 | -1 | 12 | -5 | 2 | 1 | 9 | -6 | -2
O=C(c1ccc2c(c1)OCCO2)N1CCCCC1 | -4 | 0 | 16 | 9 | -5 | -5 | 1 | 9 | -5
Cc1ccc(C(=O)N/C(=C\c2cccs2)C(=O)NC2CCCCC2)cc1 | 3 | -1 | 11 | 4 | -1 | -4 | 3 | 0 | 1
CC(=O)Nc1ccc(N2C(=O)CC(c3ccccc3)CC2=O)cc1 | 2 | -3 | 3 | -11 | 14 | -5 | 7 | 2 | -2
CCCc1nnc(NC(=O)C(C)N2C(=O)C3C4C=CC(C4)C3C2=O)s1 (stereo not drawn) | 0 | 0 | 7 | 4 | -2 | -5 | 2 | -3 | 1
COc1ccc(CCNC(=O)c2nn(C)cc2Cl)cc1 | 1 | -1 | 6 | 4 | -4 | -1 | 4 | 2 | -11
Cc1ccc2nc(C3CCN(C(=O)NCc4ccccc4)CC3)[nH]c2c1 | 6 | 0 | 2 | 4 | -6 | -6 | 7 | -2 | 3
CC(/C=C/c1ccc(Cl)o1)=C\C(=O)O | -3 | -5 | x | -6 | 2 | -6 | 6 | x | 20
COc1ccccc1Nc1nc(NCCO)c2ccccc2n1 | 0 | -3 | 7 | -15 | 13 | -7 | -5 | -9 | 19
CC(=O)COc1ccccc1OC(=O)c1ccco1 | 1 | -1 | 8 | -6 | 6 | -1 | 1 | 0 | -15
CC12CCC(c3c(C(=O)Nc4nccs4)nn(-c4ccccc4)c31)C2(C)C (stereo not drawn) | -15 | 3 | 1 | 0 | -2 | -6 | 5 | 39* | -6

The closing five records of the section above come first, to join the parts:
SMILES | EphB4 ephrin blk | FAK inh | PostGolgi ctrl | LYP inh 2 | PTPN22 act | S1P2 ag | HIV Rev-RRE inh | PostGolgi yeast | S1P2 blocker
Cc1ccc2nc(C3CCN(C(=O)NCc4ccccc4)CC3)[nH]c2c1 | 6 | 0 | 2 | 4 | -6 | -6 | 7 | -2 | 3
CC(/C=C/c1ccc(Cl)o1)=C\C(=O)O | -3 | -5 | x | -6 | 2 | -6 | 6 | x | 20
COc1ccccc1Nc1nc(NCCO)c2ccccc2n1 | 0 | -3 | 7 | -15 | 13 | -7 | -5 | -9 | 19
CC(=O)COc1ccccc1OC(=O)c1ccco1 | 1 | -1 | 8 | -6 | 6 | -1 | 1 | 0 | -15
CC12CCC(c3c(C(=O)Nc4nccs4)nn(-c4ccccc4)c31)C2(C)C (stereo not drawn) | -15 | 3 | 1 | 0 | -2 | -6 | 5 | 39* | -6
O=C(c1ccc(-c2ccccc2)cc1)N1CCN(C(=O)c2ccco2)CC1 | 8 | -6 | 9 | -14 | 13 | -7 | 5 | -13 | 27
CCCNC(=O)Cn1cnc2sc(C(=O)N3CCN(c4ccc(F)cc4)CC3)c(C)c2c1=O | -6 | -2 | -1 | 3 | -5 | 0 | 2 | 5 | -8
CCOC(=O)c1cccc(NC(=O)CCc2c(C)nc3ncnn3c2C)c1 | -8 | -3 | 5 | -11 | 9 | -11 | 0 | -12 | -4
COc1cc(C=O)c(Br)cc1OC1CCCC1 | 1 | 1 | 34* | 0 | 2 | -5 | 6 | 3 | -21
O=C(NCc1cccnc1)C1c2ccccc2C(=O)N1Cc1ccco1 (stereo not drawn) | 4 | 1 | 0 | -2 | 0 | -4 | 6 | -16 | 11
CC(C)(C)C(=O)N1CCC(O)(CS(=O)(=O)Cc2ccc(Cl)cc2)CC1 | -3 | -1 | 1 | 1 | 1 | 0 | 0 | 10 | -5
CCCn1c(SCC(=O)c2ccc3c(c2)OCCO3)nnc1C(C)C | 3 | 4 | 44* | -5 | 2 | -4 | -3 | -26 | 10
CCN1CCN(S(=O)(=O)c2ccc(S(=O)(=O)N(CC)Cc3ccccc3)cc2)CC1 | 0 | 4 | 12 | 2 | 2 | -6 | 10 | -12 | 11
O=S(=O)(c1ccccc1Cl)N1CCCC1c1nc(-c2cccc(Cl)c2)no1 (stereo not drawn) | -2 | -6 | 21 | 0 | 2 | -2 | 16 | -8 | -4
c1csc(-c2nc3ccccc3[nH]2)c1 | -2 | 1 | 1 | 5 | -3 | -5 | 8 | 2 | 2
O=C(Cn1c(C(F)(F)F)nc2ccccc21)NCCCN1CCOCC1 | 2 | 1 | x | 1 | -3 | -2 | 10 | x | 12
COC(=O)c1sccc1NC(=O)c1ccc(C)o1 | 6 | 8 | 11 | 7 | -8 | -2 | 6 | -2 | 0
COC(=O)C1=C(C)N=C2SCCC(=O)N2C1/C=C/c1ccccc1 (stereo not drawn) | 0 | 2 | 19 | -8 | 8 | -6 | 4 | 3 | 9
COc1ccc2c(c1)CCc1c(C(=O)NCCCn3ccnc3)noc1-2 | -4 | 1 | 0 | -8 | 6 | -1 | 3 | 2 | 9
CCCCNC(=S)NNC(=O)c1nn(C)cc1Cl | 1 | 2 | x | 17 | -17 | -7 | 1 | x | 0
CCCCCC(=O)NC(=S)Nc1ccc(N2CCCCC2)c(Cl)c1 | -1 | 0 | -2 | 15 | -10 | -6 | -4 | -1 | -19
CCOC(=O)c1cn(-c2nc(-c3ccc(Cl)c(Cl)c3)cs2)c2c(F)c(N3CCOCC3)c(F)cc2c1=O | -9 | 0 | 15 | 28* | -25 | -7 | 4 | -5 | -20
CC(C)(C)N1C(=O)c2ccccc2NC(=O)N1Cc1ccccc1 | -5 | 0 | 6 | -3 | 3 | -2 | 2 | -3 | -3
Oc1ccccc1/C=N/Nc1nccnc1Cl | 5 | 3 | -1 | -1 | 3 | -4 | -2 | -1 | 7
CCCOc1cccc(C(=O)NC(=S)Nc2cccc(C(F)(F)F)c2)c1 | -2 | -3 | 8 | 9 | -8 | 0 | -3 | 0 | 6
CCOc1ccc(N(CC(=O)NCC2CCCO2)S(=O)(=O)c2ccc(OC)c(OC)c2)cc1 (stereo not drawn) | 8 | 3 | 1 | 7 | -9 | -8 | 1 | 10 | -10
CC(=O)c1ccc(OCC(O)CN(C)Cc2cccs2)cc1 (stereo not drawn) | -2 | 1 | 3 | 2 | -2 | -6 | 3 | 3 | 12
CC(C)CCn1c(-c2nonc2N)nc2ccccc21 | -1 | 1 | x | -22 | 23 | -4 | 26 | x | -31
CC(C)OC(=O)CSc1n[nH]c(-c2cccnc2)n1 | 3 | 8 | -1 | -3 | 3 | -7 | 9 | -5 | 13
CCOC(=O)c1sc(NC(=S)NC(=O)c2ccccc2Cl)c(C(=O)OCC)c1C | -6 | 1 | 5 | -3 | 0 | 0 | 6 | -7 | 13

Continued:
SMILES | EphB4 ephrin blk | FAK inh | PostGolgi ctrl | LYP inh 2 | PTPN22 act | S1P2 ag | HIV Rev-RRE inh | PostGolgi yeast | S1P2 blocker
CN(C)S(=O)(=O)c1ccc(N2CCCC2)c(C(=O)Nc2ccc(N3CCOCC3)cc2)c1 | 5 | -3 | 14 | 3 | -3 | -7 | 4 | 1 | -2
CSc1ccccc1C(=O)NCCc1ccc(S(=O)(=O)N2CCCCC2)cc1 | -10 | -1 | -1 | -8 | 9 | -2 | 13 | -8 | 11
C=CCc1ccc(OCCOCCOc2ccccc2[N+](=O)[O-])c(OC)c1 | -3 | 0 | 8 | 13 | -9 | 0 | 13 | 29 | -8
CCc1ccc(C(=O)CSc2nc3ccccc3c(=O)[nH]2)cc1 | -1 | -1 | 0 | 7 | -6 | -8 | 13 | -9 | -8
Cc1cc(C)n(S(=O)(=O)/C=C/c2ccccc2)n1 | -6 | -1 | 2 | -13 | 14 | -5 | 1 | 12 | 10
CCOc1ccc(-n2cc(C(=O)N3CCCCCC3)c3cc(OC)c(OC)cc3c2=O)cc1 | -6 | -5 | 10 | -9 | 8 | -3 | -2 | 1 | -2
COc1cc(C(=O)NCCc2nc3ccccc3n2C)cc(OC)c1OC | 4 | 0 | x | 7 | -4 | 4 | 4 | x | -38
COc1ccc(/C=N/NS(=O)(=O)c2ccc(C)cc2)cc1OC(=O)c1ccccc1 | -2 | 0 | 22 | 2 | 0 | -2 | 8 | 16 | -9
Cc1c(OCc2ccc(C(=O)O)o2)ccc2c3c(c(=O)oc12)CCC3 | -1 | -13 | 0 | 9 | -11 | 0 | -4 | -9 | 14
CC(NC(=O)c1ccccc1Cl)C(=O)O (stereo not drawn) | 3 | -5 | -1 | -5 | 6 | -7 | 5 | 21 | 9
COC(=O)Cc1c(C)c2ccc(OC(=O)c3ccco3)cc2oc1=O | 2 | 1 | 6 | -6 | 1 | 2 | 1 | 13 | 2
Cc1ccc(C)n1-n1c(C)nc2sc(-c3ccccc3)cc2c1=O | 1 | -1 | 14 | 0 | -2 | -3 | 7 | -2 | 4
CSC1=NCCN1C(=O)c1c(F)cccc1Cl | -5 | -2 | 4 | 3 | -3 | -3 | 3 | -1 | 0
COCCCNCCOc1cc(C(C)C)ccc1C | 0 | 1 | 19 | -8 | 3 | -5 | 5 | 6 | 3
COc1ccc(C(C)=O)cc1CSCCC(=O)O | -3 | -5 | 8 | -13 | 11 | -6 | -2 | 4 | -5
